Pol kappa inh: blocks human DNA polymerase kappa activity | Potency, µM (top dose mostly 107 µM), for inactives: at the top dose activity, negative = inhibition, most hits filed as inhibitors | purified Pol kappa, fluorescent DNA synthesis assay, 10 min | Q9UBT6 | 0.53% of 400,000 active
Target sequence (Q9UBT6 whole entry, looked up): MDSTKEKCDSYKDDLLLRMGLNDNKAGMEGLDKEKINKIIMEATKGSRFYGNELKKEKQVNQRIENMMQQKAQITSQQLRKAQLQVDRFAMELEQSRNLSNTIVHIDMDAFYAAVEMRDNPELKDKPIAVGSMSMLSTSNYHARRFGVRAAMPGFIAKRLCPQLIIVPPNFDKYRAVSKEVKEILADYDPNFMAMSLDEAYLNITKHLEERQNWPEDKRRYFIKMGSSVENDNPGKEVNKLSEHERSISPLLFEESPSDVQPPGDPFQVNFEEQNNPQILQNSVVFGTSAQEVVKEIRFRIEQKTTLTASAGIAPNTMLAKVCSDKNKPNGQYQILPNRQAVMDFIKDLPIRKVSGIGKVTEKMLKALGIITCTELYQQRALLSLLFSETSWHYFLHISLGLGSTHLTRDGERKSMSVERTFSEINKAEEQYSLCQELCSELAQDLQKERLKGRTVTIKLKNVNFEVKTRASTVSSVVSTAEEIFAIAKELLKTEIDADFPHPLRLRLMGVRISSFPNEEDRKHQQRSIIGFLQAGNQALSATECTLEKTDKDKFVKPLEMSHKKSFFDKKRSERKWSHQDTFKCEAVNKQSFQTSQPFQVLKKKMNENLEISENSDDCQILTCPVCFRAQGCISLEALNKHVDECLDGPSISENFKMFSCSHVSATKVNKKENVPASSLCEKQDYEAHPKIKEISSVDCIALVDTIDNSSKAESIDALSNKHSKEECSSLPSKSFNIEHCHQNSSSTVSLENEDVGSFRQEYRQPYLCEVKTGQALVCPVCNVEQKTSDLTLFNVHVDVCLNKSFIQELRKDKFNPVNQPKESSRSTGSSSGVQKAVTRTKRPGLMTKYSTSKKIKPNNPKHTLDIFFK
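10 nM Pol kappa preincubated 15 min at room temperature with compounds, then reaction started with substrate at 50 nM final. Fluorescence read kinetically at 0 and 10 min; buffer-only wells served as negative control.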
APEX1 inh: APE1 (human) endonuclease inhibition | 0.35% of 350,000 active | P27695 | recombinant APE1, TAMRA/BHQ-2 abasic DNA cleavage fluorescence | Potency, µM (titrated, usually from 65.8 µM), without a hit: at the top dose activity change, negative = inhibition, usual class: inhibitors;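 note: plate controls were vehicle for no effect and reference inhibitor for full effect; nearly all actives have a fitted effect of over 55% in size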
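Substrate: short duplex with […] THF abasic site, 5'-TAMRA and 3'-BHQ-2, 50 nM final. APE1 at 0.75 nM, preincubated 15 min RT with compound. Fluorescence increase from first to third read measured activity.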
Anesthetic bind: candidate novel general anesthetic via apoferritin binding | 0.074% of 350,000 active | apoferritin/1-aminoanthracene competitive binding, fluorescence | AID 485281 | P02791 | Potency, µM (series often up to 77.5 µM), without a hit: top-dose activity change, negative = displacement, actives largely listed as inhibitors; note: nearly all actives have a fitted effect of over 20% in size
Target sequence (P02791 2-175 limits assumed): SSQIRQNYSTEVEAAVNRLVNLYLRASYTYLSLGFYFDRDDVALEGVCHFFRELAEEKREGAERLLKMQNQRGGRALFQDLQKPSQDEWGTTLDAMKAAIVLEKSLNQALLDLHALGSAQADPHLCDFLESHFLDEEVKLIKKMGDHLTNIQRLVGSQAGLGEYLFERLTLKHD
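Apoferritin-based anesthetic binding model; compound displacement of fluorescent 1-AMA measured as endpoint fluorescence after 10 minutes at room temperature, scaled to free-ligand and complex controls.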
POLB inh: inhibitors of human DNA polymerase beta; P06746; Pol beta primer extension/strand displacement, fluorescence kinetic; Potency, µM (top dose mostly 114 µM), for the others: top-dose activity change, negative = inhibition, actives largely listed as inhibitors; 1.3% of 340,000 active; AID 485314
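10 nM enzyme + cpd, 15 min RT; start with substrate 50 nM final; read 0 min and after 10 min RT. Corrected, normalized data; 4-parameter Hill curve fit.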
* = called active by the depositor; ? = inconclusive; . = no result given; [ ] = dose if it differs, or a comment. Calls come from the whole dose curve; as a rule, active = well fitted curve in the direction sought with a large enough effect; inconclusive = small, poorly fitted or top-dose-only effect, or another doubt; inactive = no such curve, though single readings can be large; an effect the other way counts as inactive or inconclusive. Unless noted, % is set by controls: 0 for no effect and ±100 for the full control effect; potency is the fitted concentration of half-maximal effect. Some of the compounds tested; count on the stated rates, not on these rows.

Each structure is followed by: Pol kappa inh	Anesthetic bind	POLB inh	APEX1 inh
Cc1nc2cc(-c3cccc(Cl)c3)nn2c(N2CCN(C(=O)c3ccco3)CC2)c1C
    .	-8%	-12%	5%
CSc1ncccc1C(=O)OCc1ccc(COC(=O)c2cccnc2SC)cc1
    .	-8%	6%	1%
COc1ccc(OC)c(CNCCNC(=O)c2ccco2)c1
    .	0%	-10%	-1%
CCCCCn1c(=O)c(-c2nc3ccccc3c(=O)[nH]2)c(O)c2ccccc21
    .	7%	2%	-2%
COc1cccc(CN2C(=O)C3CCCN3c3ccc(S(=O)(=O)N4CCOCC4)cc32)c1 (centres undefined)
    .	2%	27%	15%
Cc1ccc(OCCOCCn2cnc3ccccc3c2=O)cc1C
    .	-9%	0%	3%
Oc1ccc(C=Nc2ccc3ncccc3c2)c(O)c1
    .	-3%	2%	1%
Cc1ccc(CN2C(=O)C3CCCN3c3ccc(C#N)cc32)cc1 (centres undefined)
    .	-13%	4%	-3%
CC(C)n1cc(/C=N/Nc2ccc(Cl)c(C(=O)O)c2)c2ccccc21
    .	3%	32µM*	?
Cn1c(=O)oc2cc(S(=O)(=O)N3CCCC(C(=O)N4CC=C(c5ccccc5)CC4)C3)ccc21 (centres undefined)
    .	-12%	-14%	7%
CS(=O)(=O)/C(C#N)=C\c1cnc(S(=O)(=O)c2ccccc2)s1
    .	2%	4%	0%
COC/C=C/C1=CC2=CC(=O)C(C)(OC(=O)c3cnc4ccccc4n3)C(=O)C2=CN1C1CCCCC1 (centres undefined)
    .	-11%	-18%	14%
COc1ccc(N2CCn3c2nc2c3c(=O)n(CCCc3ccccc3)c(=O)n2C)cc1
    .	-10%	0%	10%
CCn1cc(C(=O)NNC(=O)c2ccc(Cl)cc2)c(=O)c2ccc(C)nc21
    .	-3%	-20%	8%
O=C(Nc1ccccc1-c1nc2ccccc2[nH]1)c1sc2ccccc2c1Cl
    .	-11%	0%	2%
COc1cc(C2C(C#N)=C(N)Oc3cc(C)n(Cc4ccccn4)c(=O)c32)cc2c1OCO2 (centres undefined)
    .	-8%	14%	-2%
CCN(CC)CCCN1C(=O)C(=O)/C(=C(/O)c2ccc3c(c2)CC(C)O3)C1c1cccnc1 (centres undefined)
    .	-6%	1%	0%
COc1ccc2nc(Nc3nc(CSc4nnc(C)s4)cc(=O)[nH]3)nc(C)c2c1
    .	-6%	-7%	-5%
CC(=O)CCCCn1cnc2c1c(=O)n(C)c(=O)n2C
    .	-1%	12%	1%
CCOc1ccccc1N1CCN(C(=O)Nc2ccc(Cl)c(Cl)c2)CC1
    .	-8%	6%	-5%
CCOC(=O)C1CCCN(c2c(N3CCc4ccccc4C3)c(=O)c2=O)C1 (centres undefined)
    .	-5%	5%	3%
Cc1cc2c(cc1C)-c1nnc(-c3ccc4ccccc4n3)n1C(C)(C)C2
    .	-8%	20%	-1%
CCCC[C@]12Cc3ccccc3C(O1)c1c(cc(-c3ccccc3)oc1=O)O2
    .	?	3.5µM*	2%[12.4 µM]
NC(=O)CC[C@@H]1NC(=O)C(Cc2ccc(O)cc2)NC(=O)c2cc([N+](=O)[O-])cc(F)c2NCCC[C@@H](C(N)=O)NC1=O (some centres undefined)
    .	-4%	-19%	?
CC(C(=O)Oc1ccc2c(c1)OCO2)N1C(=O)c2ccccc2C1=O (centres undefined)
    .	?	-14%	10%
COc1cc2c(cc1OC)[C@@H]1O[C@](CCCCN3C(=O)c4ccccc4C3=O)(C2)Oc2cc(C)n(-c3ccccc3)c(=O)c21
    .	-20%[15.3 µM]	3%[22.9 µM]	-12%[12.4 µM]
O=S(=O)(NCc1cccs1)c1ccc(Br)s1
    .	?	18%	9%
O=C(N1CCCC1)N1CCN(c2ncnc3c(-c4ccc(Cl)cc4)nsc23)CC1
    .	-9%	1%	4%
CCn1c(SCC(=O)c2cc(OC)ccc2OC)nc2c1c(=O)n(C)c(=O)n2C
    .	3%	2%	-2%
CC1=C(C#N)c2nc(N)c(C#N)c(C)c2/C1=C\c1ccc(C)cc1
    .	-11%	5%	?

Each structure is followed by: Pol kappa inh	Anesthetic bind	POLB inh	APEX1 inh
CCc1nc2sc3c(=O)n(N)cnc3c2c2c1COC(C)(C)C2
    .	-2%	12%	7%
Cc1ccc(S(=O)(=O)/N=C2/C=C(Sc3ncn[nH]3)C(=O)c3ccccc32)c(C)c1
    .	-16%	?	-6%
C=CCC(NCc1ccco1)c1ccc(OC)cc1OC (centres undefined)
    .	5%	33%	5%
O=C(CN1C(=O)/C(=C\c2cccc(Cl)c2)Oc2ccccc21)N1CCN(c2ccccn2)CC1
    .	1%	14%	18%
O=C(NCCNc1ccc2ccccc2c1)c1cccn2c(=O)c3sccc3nc12
    .	-6%	?	-3%
CN1CCc2c(c3c(n2C)CCN(C)[C@H]3c2ccccc2F)[C@@H]1c1ccccc1F
    .	-5%	28%	0%
O=C(NCCC1=CCCCC1)c1ccc(Cl)cc1
    .	?	8%	17%
CC1(C)Cn2c(nc(=O)c3c2NCN(CCc2ccccc2)C3)S1
    .	-4%	-2%	-3%
Cc1ccc(-c2nnc(SCC(=O)n3c4c(c5ccccc53)CCCC4)o2)cc1
    .	-6%	24%	-1%
COc1ccc(N=c2oc3ccccc3cc2C(=O)Nc2ccccn2)cc1OC
    .	-6%	-6%	0%
Cc1ccc(S(=O)(=O)c2cnc(-c3ccccc3)nc2Oc2ccccc2)cc1
    .	-9%	33%	-9%
Cc1ccccc1Cn1c(CN2CCN(c3ccc(F)cc3)CC2)nc2c1c(=O)n(C)c(=O)n2C
    .	-1%	-18%	0%
COc1ccc(C2NC3=C(CCCC3)C(C#N)(C#N)C2(C#N)C#N)cc1 (centres undefined)
    .	-4%	13%	0%
CCOC(=O)N1CCN(C(=O)c2cn(CC)c3cc(N4CCN(C)CC4)c(F)cc3c2=O)CC1
    .	-17%	1%	-3%
NC(=O)OC[C@H](O)COc1ccc(Cl)cc1
    2%[19.4 µM]	-9%[29.3 µM]	.	.
O=C1OC(CO)C(O)C(O)C1O (centres undefined)
    -1%[60.1 µM]	-1%	.	.
CC[C@H]1OC(=O)[C@H](C)[C@@H](O[C@H]2C[C@@](C)(OC)[C@@H](O)[C@H](C)O2)C(C)[C@@H](O[C@@H]2O[C@H](C)C[C@H](N(C)C)[C@@H]2O)[C@](C)(OC)C[C@@H](C)C(=O)[C@H](C)[C@@H](O)[C@]1(C)O (some centres undefined)
    -12%[60.1 µM]	4%	.	.
C=C1CCC2[C@](C)(CO)C(O)CC[C@]2(C)C1C/C=C1/C(=O)OCC1O (some centres undefined)
    -2%[60.1 µM]	3%	.	.
CC1(C)OC2CO[C@]3(COS(N)(=O)=O)OC(C)(C)OC3C2O1 (some centres undefined)
    2%[60.1 µM]	2%	.	.
CCCC(=O)Nc1ccc(OC[C@@H](O)CNC(C)C)c(C(C)=O)c1
    2%[19.4 µM]	-3%[29.3 µM]	.	.
CCC[C@H]1C[C@H](C(=O)NC(C(C)Cl)C2O[C@@H](SC)C(OP(=O)(O)O)[C@@H](O)[C@@H]2O)N(C)C1 (some centres undefined)
    -9%[60.1 µM]	5%	.	.
CC(=O)N(CC(O)CN(C(C)=O)c1c(I)c(C(=O)NC[C@@H](O)CO)c(I)c(C(=O)NC[C@@H](O)CO)c1I)c1c(I)c(C(=O)NC[C@@H](O)CO)c(I)c(C(=O)NC[C@@H](O)CO)c1I
    -4%[12 µM]	0%[29.3 µM]	.	.
O=C(O)[C@@H](O)[C@@H](O)[C@@H](O[C@H]1O[C@@H](CO)[C@@H](O)[C@@H](O)[C@@H]1O)[C@@H](O)CO
    -3%[12 µM]	-9%[29.3 µM]	.	.
CC(=O)N[C@H](CC(C)C)C(=O)O
    -4%[60.1 µM]	0%	.	.
COC1C=CO[C@@]2(C)Oc3c(C)c(O)c4c(O)c(c5c(nc6cc(C)ccn65)c4c3C2=O)NC(=O)/C(C)=C\C=CC(C)C(O)[C@@H](C)C(O)C(C)[C@@H](OC(C)=O)C1C (some centres undefined)
    -8%[60.1 µM]	?	.	.
CC1(C)SC2C(N3C(=O)C(c4ccccc4)NC3(C)C)C(=O)N2C1C(=O)O (centres undefined)
    7.1µM*	7%	.	.
CCC(=O)OCC(=O)[C@@]1(OC(=O)CC)[C@H](C)C[C@@H]2[C@@H]3[C@H]([C@@H](O)C[C@@]21C)[C@]1(C)C=CC(=O)C=C1C[C@@H]3Cl
    -2%[12 µM]	-21%[29.3 µM]	.	.
CN[C@@H]1[C@H](O[C@@H]2O[C@H](CO)[C@@H](N)[C@H](O)[C@@H]2O)O[C@H]2C[C@@H](N)[C@@H](O[C@H]3[C@@H](O)[C@H](O)[C@H](N)C[C@@H]3N)O[C@H]2[C@H]1O
    -5%[12 µM]	-3%[29.3 µM]	.	.
COC1OC(CO)C(OC2OC(C(=O)O)C(OC3OC(COS(=O)(=O)O)C(OC4OC(C(=O)O)C(OC5OC(CO)C(OC6OC(C(=O)O)C(OC7OC(COS(=O)(=O)O)C(OC8OC(C(=O)O)=C[C@H](O)C8OS(=O)(=O)O)C(O)C7NC(C)=O)[C@@H](O)C6O)C(O)C5NC(C)=O)[C@@H](O)C4O)C(O)C3NC(C)=O)[C@@H](O)C2O)C(O)C1NC(C)=O (some centres undefined)
    ?	1%	.	.
C[C@H](Oc1ccccc1)C(=O)N[C@@H]1C(=O)N2[C@@H]1SC(C)(C)[C@@H]2C(=O)O
    -7%[12 µM]	6%[29.3 µM]	.	.

Entries above marked active in Pol kappa inh.
Compound	Pol kappa inh	Anesthetic bind	APEX1 inh
CC1(C)SC2C(N3C(=O)C(c4ccccc4)NC3(C)C)C(=O)N2C1C(=O)O (centres undefined)	7.1µM*	7%	.

(more compounds)
Each structure is followed by: Pol kappa inh	Anesthetic bind	POLB inh	APEX1 inh
CCN(CC)[C@@H](C)CN1c2ccccc2Sc2ccccc21
    -17%[19.4 µM]	-3%[29.3 µM]	.	.
c1ccc2c(c1)CCC[C@@H]2C1=NCCN1
    -2%[12 µM]	4%[29.3 µM]	.	.
CC(C)Oc1ccc2c(=O)cc(-c3ccccc3)oc2c1
    -8%[60.1 µM]	-6%	.	.
CC(=O)O[C@@]1(C(C)=O)CCC2C3CC(C)C4=CC(=O)CC[C@@]4(C)C3CC[C@]21C (some centres undefined)
    9%[60.1 µM]	4%	.	.
COC(=O)C(Cc1ccccc1)NC(=O)C(N)CC(=O)O (centres undefined)
    -4%[60.1 µM]	-1%	.	.
OCC1O[C@H](O[C@H]2C(O)C(O)C(O)O[C@@H]2CO)C(O)C(O)C1O (some centres undefined)
    -12%[60.1 µM]	3%	.	.
CC(=O)[C@@]1(O)CC[C@H]2[C@H]3C[C@@H](C)C4=CC(=O)C=C[C@]4(C)[C@@]3(F)[C@@H](O)C[C@]21C
    -4%[12 µM]	0%[29.3 µM]	.	.
O=C(Nc1ccccc1)OC[C@H](CN1CCCCC1)OC(=O)Nc1ccccc1
    -2%[19.4 µM]	-5%[29.3 µM]	.	.
CCCN[C@@H](C)C(=O)Nc1ccccc1C
    6%[19.4 µM]	0%[29.3 µM]	.	.
CC1OC(OCC2OC(Oc3c(-c4ccc(OCCO)c(OCCO)c4)oc4cc(OCCO)cc(O)c4c3=O)C(O)C(O)C2O)[C@@H](O)C(O)C1O (some centres undefined)
    -2%[19.4 µM]	-5%	.	.
CO[C@H]1[C@H](O[C@H]2O[C@@H](C)[C@@H](O[C@@H]3C[C@](C)(O)[C@H](O)[C@H](C)O3)[C@@H](N(C)C)[C@@H]2O)[C@@H](CC=O)C[C@@H](C)[C@@H](O[C@H]2CC[C@H](N(C)C)[C@H](C)O2)/C=C\C=C/C[C@@H](C)OC(=O)C[C@H]1O
    -6%[12 µM]	-1%[29.3 µM]	.	.
CCCCC(=O)OC1CCC2C3CCc4cc(O)ccc4C3CC[C@]12C (some centres undefined)
    ?	2%	.	.
C[C@@]12C=CC(=O)C=C1CCC1C3CC(O)[C@@](O)(C(=O)CO)[C@]3(C)CC(O)[C@]12F (some centres undefined)
    -4%[60.1 µM]	-13%	.	.
CNC1CC(N)[C@H](O)[C@@H](O[C@@H]2OC(CO)C3OC4(OC(C(N)CO)C(O)C(O)C4O)O[C@@H]3[C@H]2O)C1O (some centres undefined)
    -2%[60.1 µM]	4%	.	.
CN1C(=O)C[C@H](c2ccccc2)C1=O
    -1%[12 µM]	-9%[29.3 µM]	.	.
